Compound activity deposited in PubChem BioAssay by The Scripps Research Institute Molecular Screening Center.
TTR transcr act = increases transthyretin transcription | AID 1117267 | SH-SY5Y TTR promoter Gaussia luciferase, luminescence; 100% = recombinant luciferase protein wells | activation, % at 16.7 µM | actives 1.3% (n = 92,000);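 active = activation above the mean of all tested compounds plus 3 SD, cut at about 9.5% in these data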;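 also: cells exposed to compounds for one day before reading; 0% = median of all test compound wells on the plate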
The depositor's hits bear a star. These rows are one share of the data, so the mix of outcomes need not match the whole.

SMILES	TTR transcr act
COc1cccc(N2CC(C(=O)Nc3nnc(SCc4cccnc4)s3)CC2=O)c1 (stereo not drawn)	2.3
O=C(O)/C=C/C(=O)Nc1ccc(OC(F)(F)F)cc1Br	0.9
CNC(=O)c1[nH]cnc1C(=O)Nc1ccccc1	-2.1
O=C(CCC1CCCC1)N1CCN(C(=O)c2cccnc2)CC1	-2.0
NC(=O)C1CCN(c2ccc(C(F)(F)F)cn2)CC1	-1.0
O=C(Cc1cccs1)NC1CCCC1	-0.2
CS(=O)(=O)c1ccc(NC(=O)CCN2C(=O)NC3(CCCC3)C2=O)cc1	1.6
Cc1ccc2nc(-c3cccnc3)c(Nc3ccccc3C)n2c1	-0.4
O=C(CSc1nnc(SCc2ccccc2)s1)N/N=C/C=C/c1ccco1	0.1
CC(C)(C)OC(=O)N1CCC[C@H]1c1nnc(SC/C=C/c2ccccc2)o1	3.2
COc1ccc(NC(=O)CN(C)CC(=O)Nc2ccc(N3CCOCC3)cc2)c([N+](=O)[O-])c1	4.0
O=C(N=C1SC2CS(=O)(=O)CC2N1Cc1ccccc1)C1CC1 (stereo not drawn)	-0.2
COC(=O)c1ccc(C2c3c(n[nH]c3C)C(=O)N2c2ccc(C)cc2)cc1 (stereo not drawn)	-2.2
CN(C)C(=S)Nc1cccc(C(F)(F)F)c1	1.4
NCCCC[C@@H]1NC(=O)[C@H](CCC(=O)O)NC(=O)c2cc([N+](=O)[O-])cc(I)c2SC[C@@H](C(=O)NCC(N)=O)NC1=O	-1.2
COc1ccc(NC(=O)Cn2nnc(C(=O)NCCc3ccc(OC)c(OC)c3)c2N)c(OC)c1	1.1
CC(=O)n1cc([C@@H]2C=C(C(=O)N3CCOCC3)O[C@H](OCc3ccc(CO)cc3)C2)c2ccccc21	0.1
CCOC(=O)c1c(C)n(C)c2ccc(OCC(O)CN3CCCCCC3)cc12 (stereo not drawn)	-1.2
O=[N+]([O-])c1cccc(-c2noc3c2-c2nc(Cc4cccc5ccccc45)sc2CC3)c1	34*
CC(Sc1nnc(-c2ccccc2Br)o1)C(=O)N1CCOCC1 (stereo not drawn)	0.4
FC(F)(F)c1cccc(Cn2ccc3ccc(-c4ccc5ccn(Cc6cccc(C(F)(F)F)c6)c5c4)cc32)c1	3.7
COc1cccc(NC(=O)Cn2c3ccccc3c3nc4n(c(=O)c32)CCS4)c1	0.5
O=C(c1cccs1)N1C[C@@H](O)[C@H](n2cc(-c3ccc(F)cc3)nn2)C[C@@H]1c1ccccc1	-0.6
CCC1Oc2ccccc2N(CC(=O)NCc2cccs2)C1=O (stereo not drawn)	-2.5
CCc1nnc(NC(=O)Cc2cc(OC)c(OC)c(OC)c2)s1	6.0
Clc1ccc(C=Cc2ccccn2)cc1	-0.2
Cn1c2ccc(F)cc2c2nnc(SCC(=O)Nc3cccc(O)c3)nc21	-1.1
CC(=O)Oc1ccc(/C=C2/CCc3ccccc3C2=O)cc1	-1.3
COC(=O)[C@]12C[C@H](CC(=O)NCC3CCCCC3)C(=O)N(Cc3ccc(Cl)cc3Cl)C1=C[C@H](C1CCCC1)O[C@@H]2C	0.4
O=C(CSc1nc2ccccc2o1)N1c2ccccc2Sc2ccc(C(F)(F)F)cc21	-2.1
CN1CCN(c2ncnc3sc(-c4ccccc4)cc23)CC1	-1.7
Cc1ccc(CCNC(=O)CN(C)S(=O)(=O)c2ccc3c(c2)n(C)c(=O)c(=O)n3C)cc1	-1.6
CCCn1c(SCC(=O)NC2CCCCC2)nnc1-c1ccccn1	0.5
O=C1CS/C(=N/N=C/c2cccs2)N1Cc1ccc(F)cc1	0.4
COc1ccc(OC)c(S(=O)(=O)N(C)CC(=O)N2CCN(c3cccc(Cl)c3)CC2)c1	3.4
Cc1nc(Cl)sc1C(=O)Nc1cccc(Cl)c1C	-0.4
CN(c1ccccc1)c1ccc(/C=C(\CCC(=O)O)c2nc3ccccc3s2)cc1[N+](=O)[O-]	1.5
CC(=O)c1ccc2c(c1)OCCOCCOc1ccc(C(C)=O)cc1OCCOCCO2	1.1
CCc1ccc(CNC(=O)C2CCC(=O)N2C2CCCCC2)cc1 (stereo not drawn)	2.5
Cc1ccc(/C(N)=N/OC(=O)CSc2ccccc2)cc1	0.4
COc1ccc(C=NCC2OCCc3ccccc32)cc1OC (stereo not drawn)	-0.4
COc1cccc(NC(=O)N2CCCC2C(=O)NC2CCCC2)c1 (stereo not drawn)	0.1
CN=C1S/C(=C\c2ccc(O)c(OC)c2)C(=O)N1C	0.1
CCOc1ccc2[nH]c3c(NCCc4ccc(OC)c(OC)c4)ncnc3c2c1	-3.7
Cc1cc(N(C)C)nc(SC(C)C)n1	-2.1
CCc1nc(SCC(=O)c2cccs2)c2oc3ccccc3c2n1	-2.9
Cc1noc(C)c1S(=O)(=O)N(Cc1ccccc1)C(C)C	2.3
COc1cc(CNCc2ccccn2)ccc1OCC(=O)NC1CCCCC1	4.0

Among those listed so far, 11 have an aryl methoxy group:
SMILES	TTR transcr act
COc1cccc(N2CC(C(=O)Nc3nnc(SCc4cccnc4)s3)CC2=O)c1 (stereo not drawn)	2.3
COc1ccc(NC(=O)CN(C)CC(=O)Nc2ccc(N3CCOCC3)cc2)c([N+](=O)[O-])c1	4.0
COc1ccc(NC(=O)Cn2nnc(C(=O)NCCc3ccc(OC)c(OC)c3)c2N)c(OC)c1	1.1
COc1cccc(NC(=O)Cn2c3ccccc3c3nc4n(c(=O)c32)CCS4)c1	0.5
CCc1nnc(NC(=O)Cc2cc(OC)c(OC)c(OC)c2)s1	6.0
COc1ccc(OC)c(S(=O)(=O)N(C)CC(=O)N2CCN(c3cccc(Cl)c3)CC2)c1	3.4
COc1ccc(C=NCC2OCCc3ccccc32)cc1OC (stereo not drawn)	-0.4
COc1cccc(NC(=O)N2CCCC2C(=O)NC2CCCC2)c1 (stereo not drawn)	0.1
CN=C1S/C(=C\c2ccc(O)c(OC)c2)C(=O)N1C	0.1
CCOc1ccc2[nH]c3c(NCCc4ccc(OC)c(OC)c4)ncnc3c2c1	-3.7
COc1cc(CNCc2ccccn2)ccc1OCC(=O)NC1CCCCC1	4.0

Next records:
SMILES	TTR transcr act
Cc1ccc(C(=O)NNCC(=O)Nc2ccc(Cl)cc2F)cc1	-0.4
Cn1cnc2c(=O)sc3ccccc3c21	1.0
COc1ccc(N2CCN(C(c3cc(OC)ccc3OC)c3nnnn3CC3CCCO3)CC2)cc1 (stereo not drawn)	-1.2
O=C(COc1ccc(Br)cc1Cl)NNC(=O)c1ccccc1	-0.6
CCOC(=O)c1cc(-c2csc(-c3ccc(C(C)(C)C)cc3)n2)on1	-0.6
CCOc1ccccc1C1C(C(N)=O)=C(C)Nc2nc(-c3ccc(OC)cc3)nn21 (stereo not drawn)	-2.2
O=C(COc1ccc2ccccc2c1)NC1=NCCS1	-0.9
Cc1ccc(S(=O)(=O)N2CCN(S(C)(=O)=O)C2)cc1	0.3
Cc1ccc(OCCCC(=O)Nc2nnc(C3CCCO3)s2)c(C)c1 (stereo not drawn)	-0.7
O=C(CSc1nc2ccccc2o1)NCC1CCCO1 (stereo not drawn)	-0.2
CC(C)(C)NC(=O)NC(=O)COc1ccccc1C#N	0.2
N#CC1=C(N)C(C#N)(C#N)C2(CCC3(CC2)OCCO3)C2CC3(CC=C12)OCCO3 (stereo not drawn)	-0.7
Cc1ccc(-c2nc3ccccc3s2)cc1S(=O)(=O)N1CCOCC1	-2.2
Cc1cc2c(cc1C)CSC(c1c(O)ccc3ccccc13)SC2	-3.4
COc1ccc(-c2ccnc(SCC(=O)c3ccc(OC)c(OC)c3)n2)cc1	-0.8
COC(=O)C1=C(C)Nc2[nH]c(=S)[nH]c(=O)c2C1c1ccc(OC)cc1 (stereo not drawn)	-0.5
O=C(CN(Cc1ccc(Br)cc1)S(=O)(=O)c1ccccc1)NCc1ccccn1	22*
CN(c1ccc(S(=O)(=O)N2CCOCC2)cn1)C1CCCCC1	-3.0
CCn1c(SCC(=O)c2ccc3ccccc3c2)nnc1-c1cccs1	2.6
CC(=O)NC(C)(c1ccccc1)c1nc(-c2csc3ccccc23)cs1 (stereo not drawn)	2.1
CN(C(=O)COC(=O)CCC(=O)c1ccc(F)cc1)C1CCCCC1	0.1
CC1(C(=O)Nc2ccc3ccccc3c2)CCC(=O)N1CC(F)(F)F (stereo not drawn)	13*
Cc1cc(C(=O)OCC(=O)Nc2cccc(S(=O)(=O)N3CCOCC3)c2)c(C)o1	-0.4
Cc1cc(NC(=O)CSc2nnc(-c3ccc(Cl)s3)o2)no1	3.4
CN(C)c1ccc(P(=O)(OC2CCCCC2)C(Nc2ccccc2)c2cccnc2)cc1 (stereo not drawn)	-0.6
Cc1nnsc1C(=O)NC(=O)Nc1ccc(F)c(Cl)c1	-0.3
Cn1c(Cc2ccc(Cl)cc2)nnc1SCC(=O)NC1CC1	3.6
COc1cccc(C(=O)c2c[nH]c(C(=O)NCc3cccs3)c2)c1	-0.6
O=C(Nc1nc2ccsc2c(=O)s1)c1ccco1	0.8
CCC(c1nnnn1-c1ccc2c(c1)OCCO2)N1CCN(c2ccc(OC)cc2)CC1 (stereo not drawn)	-2.2
COc1ccc(C(=O)c2sc(Nc3ccccc3)nc2C)cc1	0.4
O=C(CSc1nc(-c2cccs2)cc(C(F)(F)F)n1)NCCCN1CCOCC1	-1.6
COCCN1C(=O)CCC1(C)c1nnnn1-c1c(C)cccc1C (stereo not drawn)	1.1
CCc1oc(C(=O)OC)cc1CSC(=N)N	2.3
COC(=O)c1c(NC(=O)CSc2ncnc3c2cnn3-c2ccccc2Cl)sc2c1CCCC2	8.2
CCOC(=O)C1CN(S(=O)(=O)c2ccccc2)c2cc(S(=O)(=O)CC)ccc2O1 (stereo not drawn)	-1.1
Cc1cccc(N(CC(=O)NCc2ccccc2)C(=O)Cn2nnc(-c3ccc(C)o3)n2)c1	-1.1
O=C(Cc1ccc(Br)cc1)Nc1cccc(-c2cn3c(n2)SCC3)c1	-0.9
CCOC(=O)N1CCN(C(=O)C[C@H]2C(=O)N(CCCOC)C3=CCCC[C@@]32C(=O)OCC)CC1	-0.2
CCOC(=O)N1CCN(c2c(NCc3ccc(F)cc3)c(=O)c2=O)CC1	-0.1
CCC[C@H]1[C@@H](OC(=O)NC2CCC2)CC[C@@]23CCCN2C(=O)CCC[C@@H]13	2.8
OCc1cccc(-c2cnc3c(Nc4cccc(OC(F)(F)C(F)F)c4)nccn23)c1	-4.9
COc1ccccc1CP(=O)(c1ccccc1)c1ccccc1	0.5
Cc1cccc(-c2nc(CS(=O)CC(=O)NCCCSC3CCCCC3)c(C)o2)c1 (stereo not drawn)	-0.4
O=C(OCCN1C(=O)CCC1=O)c1ccc(S(=O)(=O)N2CCCCC2)cc1	-1.5
Cc1cc(C(=O)Nc2sc(C)c(C)c2C#N)c(C)o1	1.5
COc1ccccc1-c1noc(CCCC(=O)NC2CCCCC2)n1	-0.5
CC1(C)CC(=O)C(N=Nc2cccc([N+](=O)[O-])c2)=C(O)C1	-1.5
CCOc1ccc(N2C(=O)CC(N3CC(C)OC(C)C3)C2=O)cc1 (stereo not drawn)	0.4
O=C(O)[C@H](Cc1ccccc1)N1C(=O)c2c(Cl)c(Cl)c(Cl)c(Cl)c2C1=O	6.3
O=C(Nc1nnc(C2CC2)s1)c1cccc(S(=O)(=O)N2CC(c3ccccc3)CC2=O)c1 (stereo not drawn)	-1.4
COC(=O)c1cn[nH]c1NC(=S)Nc1ccc(C)cc1Cl	4.1
CCNC(=S)NNC(=O)c1cc(-c2cccc(OCC)c2)nc2ccccc12	-0.1
C[C@H]1CN(CCc2ccccc2)C(=O)[C@@H]1CC(=O)Nc1ccccc1	-0.2
COC(=O)c1ccc(CN(c2ccc(C(=O)O)c(O)c2)S(=O)(=O)c2ccc(Cl)c([N+](=O)[O-])c2)cc1	0.0
O=C1c2cccc3c(N4CCCCC4)ccc(c23)C(=O)N1c1cccc(O)c1	-1.8
O=C(N/N=C\c1cc2c(cc1Cl)OCO2)c1cccs1	0.5
CN1CCN(NC(=O)NC2CCCCC2)CC1	0.5
COCCn1c(C)cc(C(=O)CSc2cc(C)c3ccccc3n2)c1C	-2.2
CC(C)c1c(C#N)c(N)nc(SCC(=O)c2cc3ccccc3oc2=O)c1C#N	-2.6

(continued)
SMILES	TTR transcr act
COc1ccc(S(=O)(=O)n2nc(OC(=O)c3ccccc3Br)cc2N)cc1	-3.4
CCOc1ccccc1C(=O)Nc1cc(=O)n(C)c(=O)n1C	2.4
COc1ccc(CNS(=O)(=O)c2ccc(NC(=O)N3CCCCC3)cc2)cc1	7.1
COc1ccccc1Nc1nnc(SCC(=O)c2cc(C)n(CC3CCCO3)c2C)s1 (stereo not drawn)	-1.6
CSc1ncccc1C(=O)N1CCCC(N2CCN(c3ccccc3C)CC2)C1 (stereo not drawn)	-2.0
O=C1CC(N2CCOCC2)C(=O)N1c1cc(Cl)cc(Cl)c1 (stereo not drawn)	-0.2
COc1ccc(CNC(=O)c2cc(C3CC3)on2)cc1	1.5
COC(=O)c1cc(OC)c(OC)cc1NC(=S)N1CCC(C(N)=O)CC1	0.2
O=C1C2C3C=CC(C3)C2C(=O)N1c1n[nH]c(-c2ccccc2)n1 (stereo not drawn)	-1.2
CCN(C(=O)[C@@H](C)[C@@H](O)c1ccc(C(C)=O)cc1)c1ccccc1	11*
Cc1cccc(OCCNC(=O)CCc2ccccc2)c1	-2.2
Cc1cc(OC(=O)c2ccccc2)n(CCC#N)n1	0.4
Cc1ccc(NC(=O)NC2CCCCCCC2)cc1C	-1.8
COc1ccc([C@@H]2CC=C(C(=O)O)CN2S(=O)(=O)c2ccc(Cl)cc2)cc1	5.1
O=C(CSC1=NS(=O)(=O)c2cc(F)ccc2N1)Nc1ccccc1F	1.2
CCOC(=O)C1CCCN(C(=S)NC2CCCC2)C1 (stereo not drawn)	0.9
CC(=O)c1ccc(NC(=S)Nc2ccc3[nH]c(=O)[nH]c3c2)cc1	1.1
